CIT2 TOR yeast – modulators of CIT2-GFP expression in yeast, primary screen, S. cerevisiae, GFP fusion, multiplex flow cytometry, MLPCN library | S. cerevisiae CIT2-GFP strain, 3 h; 100 means same as DMSO wells | GFP response vs DMSO, % at 10 µM | 0.065% of 320,000 active;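 active = GFP response relative to DMSO above a set limit, near the screen mean plus 3 SD, cut at about 150% in these data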;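 note: ratio of well median GFP fluorescence to mean of DMSO wells on the plate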
procasp7 counter – procaspase-7 activators, primary screen, counter-screen for procaspase-3 activator project, biochemical, absorbance, HTS, human | Caspase-7 (Homo sapiens), P55210 | recombinant procaspase-7, Ac-DEVD-pNA absorbance 405 nm; D23A/D198A/D206A triple mutant, cannot self-cleave; scale: DMSO 0, 5 µM enzyme 100 | activation, % at 8.5 µM | 0.093% of 330,000 active;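 active = percent activation above the screen-wide mean plus 3 SD, cut at about 25% in these data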
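Material: Procaspase-7 triple mutant (PC-7 D3A) | Quantity: 2 µM procaspase-7 mutant as dispensed | Reagent: DEVD-pNA substrate | Times: 1 h preincubation, 2 h reaction | Technique: 405 nm absorbance of p-nitroaniline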
proCasp3 act – activators of human procaspase-3 D3A mutant, primary screen, biochemical, absorbance, PC-3 D3A mutant, single concentration | Caspase-3 (Homo sapiens), P42574 | recombinant procaspase-3 D3A, Ac-DEVD-pNA absorbance 405 nm | activation, % at 8.5 µM | 0.11% of 330,000 active;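 active = activation above the mean of all tested compounds plus 3 SD, cut at about 21% in these data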;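 note: 0% = DMSO alone and 100% = DMSO wells spiked with extra 5 µM PC-3 D3A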
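assay system = Procaspase-3 D3A mutant | signal = absorbance at 405 nm, 0 and 120 min | times = 1 h preincubation plus 2 h reaction at 25 °C | repeats = single replicate | read-out = % activation between DMSO and enzyme-spiked controls | medium = Zinc-free HEPES saline buffer with Triton X-100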
AHR act – AHR activators, primary screen, cell-based, luminescence, luciferase reporter, human; Aryl hydrocarbon receptor (Homo sapiens), P35869; AID 2796, 2010; 2.5% of 320,000 active; AHR-responsive luciferase reporter cells; activation, % at 5 µM; in the data active = activation above about 47%;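 note: 0% = vehicle wells and 100% = reference agonist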
Target sequence (P35869 whole entry, looked up): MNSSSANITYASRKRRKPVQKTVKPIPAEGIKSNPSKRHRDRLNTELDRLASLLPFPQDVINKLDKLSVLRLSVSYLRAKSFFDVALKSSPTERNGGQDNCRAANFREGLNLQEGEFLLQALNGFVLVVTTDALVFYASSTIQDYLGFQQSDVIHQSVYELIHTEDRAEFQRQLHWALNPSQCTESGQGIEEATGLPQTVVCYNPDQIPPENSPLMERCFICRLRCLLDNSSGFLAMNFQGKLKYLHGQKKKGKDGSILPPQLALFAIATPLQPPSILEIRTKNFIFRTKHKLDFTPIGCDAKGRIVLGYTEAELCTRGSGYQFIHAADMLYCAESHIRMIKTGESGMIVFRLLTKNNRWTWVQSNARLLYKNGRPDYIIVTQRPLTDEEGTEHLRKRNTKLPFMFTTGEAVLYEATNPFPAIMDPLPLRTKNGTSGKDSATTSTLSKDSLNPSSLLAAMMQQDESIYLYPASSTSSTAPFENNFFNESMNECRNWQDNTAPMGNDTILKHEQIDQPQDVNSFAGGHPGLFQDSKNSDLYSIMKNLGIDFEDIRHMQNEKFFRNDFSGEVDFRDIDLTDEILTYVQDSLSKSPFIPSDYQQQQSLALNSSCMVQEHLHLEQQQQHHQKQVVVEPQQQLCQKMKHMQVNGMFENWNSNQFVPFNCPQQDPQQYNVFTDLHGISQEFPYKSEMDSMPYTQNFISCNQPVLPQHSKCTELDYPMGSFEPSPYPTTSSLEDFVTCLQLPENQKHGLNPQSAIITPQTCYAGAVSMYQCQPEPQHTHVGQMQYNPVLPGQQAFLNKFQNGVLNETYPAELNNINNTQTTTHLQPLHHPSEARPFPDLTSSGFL
AGP1-GFP MLPCN – modulators of AGP1-GFP expression in yeast TOR pathway, primary screen, cell-based, multiplex flow cytometry, S. cerevisiae, MLPCN library; 0.02% of 320,000 active; GFP response vs DMSO, % at 10 µM; 3 h; GFP as percent of DMSO wells;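 active = GFP response relative to DMSO above a set limit, near screen average plus 3 SD, cut at about 150% in these data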;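 note: median GFP channel fluorescence of the gated AGP1 strain per well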
RPL19A TOR yeast – RPL19A-GFP expression modulators in yeast, primary screen, cell-based, S. cerevisiae, multiplex flow cytometry, MLPCN | S. cerevisiae RPL19A-GFP strain, 3 h; active compounds read low | percent response vs DMSO, % at 10 µM | 0.3% of 330,000 active | AID 2025, 2009;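 active = percent response vs DMSO below 50%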;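 note: median channel GFP fluorescence of the barcoded RPL19A-GFP strain; ratio of sample median GFP to plate DMSO average so 100% = DMSO; lower means less RPL19A-GFP as with rapamycin TOR inhibition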
MEP2-GFP yeast – modulators of MEP2-GFP levels in yeast, primary screen, S. cerevisiae, multiplex flow cytometry, MLPCN library. S. cerevisiae MEP2-GFP strain, 3 h; 100% = DMSO control level. GFP response vs DMSO, % at 10 µM. 0.51% of 330,000 active;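 active = GFP response versus DMSO above a set limit, roughly screen mean plus 3 SD, cut at about 180% in these data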;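 note: median GFP fluorescence of the barcode-gated MEP2-GFP cells per well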
LAP4-GFP MLPCN – modulators of LAP4-GFP expression in yeast, primary screen, S. cerevisiae, multiplex flow cytometry, MLPCN library. 3 h; median GFP as percent of DMSO wells. 0.34% of 320,000 active. GFP response vs DMSO, % at 10 µM. AID 2023, 2009;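 active = GFP response vs DMSO above a set limit, about the screen mean plus 3 SD, cut at about 150% in these data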
The depositor's hits bear a star. Rows are unselected; 3.5% or so of the library scored in one or more.

Screening COC1CCCN(C(=O)c2ccc3nc(Cc4cccc(Cl)c4)oc3c2)C1 (stereo unspecified) returned CIT2 TOR yeast 95.8, procasp7 counter -7.0, proCasp3 act -1.3, AHR act 5.4, AGP1-GFP MLPCN 101.1, RPL19A TOR yeast 99.9, MEP2-GFP yeast 103.7 and LAP4-GFP MLPCN 102.2.
Cc1ccc(-c2nc(CN3CCN(c4cnccn4)CC3)c(C)o2)o1 was read as CIT2 TOR yeast 85.7, procasp7 counter 5.7, proCasp3 act -5.0, AHR act 23.2, AGP1-GFP MLPCN 85.1, RPL19A TOR yeast 100.5, MEP2-GFP yeast 90.6 and LAP4-GFP MLPCN 67.5.
Screening COc1ccc(-c2cc(C(F)(F)F)nc(-n3ccnc3)n2)cc1 returned CIT2 TOR yeast 93.6, procasp7 counter -1.8, proCasp3 act 1.1, AHR act 13.9, AGP1-GFP MLPCN 91.3, RPL19A TOR yeast 91.5, MEP2-GFP yeast 96.7 and LAP4-GFP MLPCN 106.0.
For Cc1ccc(NC(=O)CCc2ccc(C)o2)c(C)c1 the results were CIT2 TOR yeast 87.0, procasp7 counter 0.2, proCasp3 act -11.5, AHR act 3.5, AGP1-GFP MLPCN 91.3, RPL19A TOR yeast 101.7, MEP2-GFP yeast 98.7 and LAP4-GFP MLPCN 107.0.
Cc1nc(N2CCN(C)CC2)c2sc(=S)n(-c3ccccc3)c2n1 was read as CIT2 TOR yeast 102.9, procasp7 counter 10.9, proCasp3 act 6.3, AHR act 0.6, AGP1-GFP MLPCN 102.4, RPL19A TOR yeast 102.2, MEP2-GFP yeast 105.6 and LAP4-GFP MLPCN 99.4.
Cc1c(O)ccc(C(=O)CN2CCN(c3ccccc3)CC2)c1O was read as CIT2 TOR yeast 105.2, procasp7 counter -2.5, proCasp3 act 1.1, AHR act 1.8, AGP1-GFP MLPCN 108.8, RPL19A TOR yeast 102.2, MEP2-GFP yeast 107.9 and LAP4-GFP MLPCN 108.0.
FCCCOc1ccc(/C=N/OCc2ccc(Cl)cc2Cl)cc1 was read as CIT2 TOR yeast 99.1, procasp7 counter 1.4, proCasp3 act 9.5, AHR act -2.4, AGP1-GFP MLPCN 98.5, RPL19A TOR yeast 97.2, MEP2-GFP yeast 96.2 and LAP4-GFP MLPCN 96.6.
For O=C(COc1ccc(F)cc1Cl)N1CCN(C(=O)c2cccs2)CC1 the results were CIT2 TOR yeast 93.1, procasp7 counter 1.4, proCasp3 act -0.1, AHR act -0.9, AGP1-GFP MLPCN 90.5, RPL19A TOR yeast 93.3, MEP2-GFP yeast 93.2 and LAP4-GFP MLPCN 96.2.
NC(=O)C1CCN(S(=O)(=O)c2ccccc2[N+](=O)[O-])CC1 was read as CIT2 TOR yeast 97.7, procasp7 counter 2.5, proCasp3 act -1.0, AHR act -2.6, AGP1-GFP MLPCN 99.3, RPL19A TOR yeast 99.4, MEP2-GFP yeast 100.4 and LAP4-GFP MLPCN 104.5.
O=C(Cn1c(=O)c2cccn2c2ccccc21)Nc1ccc(F)cc1F was read as CIT2 TOR yeast 101.5, procasp7 counter 0.8, proCasp3 act 11.1, AHR act 5.6, AGP1-GFP MLPCN 101.1, RPL19A TOR yeast 97.3, MEP2-GFP yeast 103.5 and LAP4-GFP MLPCN 102.0.
For O=C(CCn1nnc2ccccc21)N/N=C\Cc1ccccc1 the results were CIT2 TOR yeast 100.3, procasp7 counter -1.4, proCasp3 act -0.2, AHR act 3.9, AGP1-GFP MLPCN 102.3, RPL19A TOR yeast 101.1, MEP2-GFP yeast 100.0 and LAP4-GFP MLPCN 95.9.
For COc1ccc(CN2CCC(=O)N([C@H](CO)Cc3ccccc3)CC2)cc1 the results were CIT2 TOR yeast 65.6, procasp7 counter -1.1, proCasp3 act 3.5, AHR act 0.2, AGP1-GFP MLPCN 79.3, RPL19A TOR yeast 93.5, MEP2-GFP yeast 94.9 and LAP4-GFP MLPCN 103.5.
For COc1cccc(C(=O)NNC(=O)CCC(=O)O)c1 the results were CIT2 TOR yeast 97.5, procasp7 counter 5.3, proCasp3 act 3.5, AHR act 0.1, AGP1-GFP MLPCN 103.5, RPL19A TOR yeast 101.5, MEP2-GFP yeast 102.3 and LAP4-GFP MLPCN 106.4.
For CCOC(=O)c1c(C)[nH]c(C(=O)OCc2ccccc2)c1C the results were CIT2 TOR yeast 101.0, procasp7 counter 5.5, proCasp3 act -5.6, AHR act 3.3, AGP1-GFP MLPCN 95.2, RPL19A TOR yeast 104.6, MEP2-GFP yeast 109.6 and LAP4-GFP MLPCN 102.2.
For Cc1ccc(SCn2nnc3ccccc3c2=O)c(C)c1 the results were CIT2 TOR yeast 91.1, procasp7 counter -3.3, proCasp3 act -0.8, AHR act 1.4, AGP1-GFP MLPCN 100.3, RPL19A TOR yeast 106.5, MEP2-GFP yeast 109.4 and LAP4-GFP MLPCN 118.2.
For CC(C)c1nnc(NC(=O)CCCCCN2C(=O)C3C4C=CC(C4)C3C2=O)s1 (stereo unspecified) the results were CIT2 TOR yeast 100.6, procasp7 counter 8.3, proCasp3 act 1.6, AHR act 0.4, AGP1-GFP MLPCN 102.0, RPL19A TOR yeast 106.7, MEP2-GFP yeast 98.8 and LAP4-GFP MLPCN 115.5.
`CC1CCCC(NC(=O)COC(=O)COc2ccc(Cl)cc2)C1C` (stereo unspecified) gave CIT2 TOR yeast 82.7, procasp7 counter 2.6, proCasp3 act -5.0, AHR act 2.5, AGP1-GFP MLPCN 94.8, RPL19A TOR yeast 96.5, MEP2-GFP yeast 91.6 and LAP4-GFP MLPCN 90.1.
`N#CC1(c2ccccc2)CCN(S(=O)(=O)c2ccc(OC(F)(F)F)cc2)CC1` gave CIT2 TOR yeast 106.9, procasp7 counter 2.6, proCasp3 act 7.2, AHR act 1.5, AGP1-GFP MLPCN 98.8, RPL19A TOR yeast 103.6, MEP2-GFP yeast 107.8 and LAP4-GFP MLPCN 96.4.
O=C(N/N=C/c1c(O)ccc2ccccc12)c1ccc(Br)o1 was read as CIT2 TOR yeast 104.6, procasp7 counter -12.1, proCasp3 act 8.9, AHR act 21.0, AGP1-GFP MLPCN 98.0, RPL19A TOR yeast 103.8, MEP2-GFP yeast 97.5 and LAP4-GFP MLPCN 96.5.
For Cc1nc(NC(=O)c2ccc(Cl)cc2)sc1-c1csc(Nc2cccc(F)c2)n1 the results were CIT2 TOR yeast 99.2, procasp7 counter -11.0, proCasp3 act 3.3, AHR act 41.0, AGP1-GFP MLPCN 106.0, RPL19A TOR yeast 95.7, MEP2-GFP yeast 102.1 and LAP4-GFP MLPCN 98.4.
COc1ccccc1Cn1c(-c2ccco2)nc2nc3ccccc3nc21 was read as CIT2 TOR yeast 99.9, procasp7 counter 7.4, proCasp3 act -6.5, AHR act 7.9, AGP1-GFP MLPCN 99.5, RPL19A TOR yeast 99.3, MEP2-GFP yeast 112.6 and LAP4-GFP MLPCN 102.3.
Cc1ccc(OCCNC(=O)CNC(=O)c2ccc(C)c(C)c2)cc1 was read as CIT2 TOR yeast 99.4, procasp7 counter 9.8, proCasp3 act 3.4, AHR act 9.6, AGP1-GFP MLPCN 97.7, RPL19A TOR yeast 103.6, MEP2-GFP yeast 106.3 and LAP4-GFP MLPCN 112.3.
`COc1c(C)cc(C(=O)C2CCCN(C(=O)C3=C(C)OCCO3)C2)cc1C` (stereo unspecified) gave CIT2 TOR yeast 87.1, procasp7 counter 4.2, proCasp3 act 5.8, AHR act 3.8, AGP1-GFP MLPCN 95.6, RPL19A TOR yeast 94.0, MEP2-GFP yeast 102.3 and LAP4-GFP MLPCN 104.2.
`COc1ccc(/C=C/C(=O)OCC(=O)Nc2cccc(C(C)=O)c2)cc1` gave CIT2 TOR yeast 102.3, procasp7 counter 0.4, proCasp3 act 8.5, AHR act -1.7, AGP1-GFP MLPCN 100.4, RPL19A TOR yeast 101.5, MEP2-GFP yeast 105.8 and LAP4-GFP MLPCN 100.1.
For CC(=O)Nc1cccc(Oc2ccc(-c3noc(C)n3)cc2)c1 the results were CIT2 TOR yeast 91.7, procasp7 counter 5.0, proCasp3 act -5.3, AHR act 10.9, AGP1-GFP MLPCN 97.1, RPL19A TOR yeast 97.3, MEP2-GFP yeast 102.0 and LAP4-GFP MLPCN 101.6.
For CCCCNc1cc(C)oc(=O)c1C(C)=O the results were CIT2 TOR yeast 103.2, procasp7 counter 2.5, proCasp3 act 6.1, AHR act -1.0, AGP1-GFP MLPCN 102.8, RPL19A TOR yeast 98.1, MEP2-GFP yeast 95.3 and LAP4-GFP MLPCN 102.8.
`O=C1c2ccccc2NC(c2cccc([N+](=O)[O-])c2)N1O` (stereo unspecified) gave CIT2 TOR yeast 100.1, procasp7 counter -3.8, proCasp3 act -8.8, AHR act 4.8, AGP1-GFP MLPCN 99.0, RPL19A TOR yeast 105.5, MEP2-GFP yeast 97.1 and LAP4-GFP MLPCN 81.2.
O=C(C1CCN(S(=O)(=O)c2ccc(F)cc2)CC1)N1CC=C(c2ccccc2)CC1 was read as CIT2 TOR yeast 104.9, procasp7 counter -4.6, proCasp3 act 9.7, AHR act -0.3, AGP1-GFP MLPCN 102.5, RPL19A TOR yeast 99.8, MEP2-GFP yeast 98.9 and LAP4-GFP MLPCN 101.1.
For COC(=O)c1cccc(NC(=O)/C=C/c2cccc([N+](=O)[O-])c2)c1 the results were CIT2 TOR yeast 95.5, procasp7 counter -2.4, proCasp3 act -1.6, AHR act -1.9, AGP1-GFP MLPCN 102.2, RPL19A TOR yeast 96.4, MEP2-GFP yeast 104.0 and LAP4-GFP MLPCN 102.9.
O=C(O)CCSc1nnc(SCC(=O)NC2CCS(=O)(=O)C2)s1 (stereo unspecified) was read as CIT2 TOR yeast 110.1, procasp7 counter 4.4, proCasp3 act -10.9, AHR act -1.6, AGP1-GFP MLPCN 96.3, RPL19A TOR yeast 101.2, MEP2-GFP yeast 97.9 and LAP4-GFP MLPCN 93.4.
Screening COC(=O)C(NC(=O)c1ccccc1C)(Nc1ncc(S(=O)(=O)c2ccc([N+](=O)[O-])cc2)s1)C(F)(F)F (stereo unspecified) returned CIT2 TOR yeast 92.3, procasp7 counter 7.1, proCasp3 act 4.2, AHR act 2.8, AGP1-GFP MLPCN 99.7, RPL19A TOR yeast 95.5, MEP2-GFP yeast 98.4 and LAP4-GFP MLPCN 95.4.

Filtered by structure, the compounds so far with an aryl thioether with sulfur outside any ring (two)
For Cc1ccc(SCn2nnc3ccccc3c2=O)c(C)c1 the results were CIT2 TOR yeast 91.1, procasp7 counter -3.3, proCasp3 act -0.8, AHR act 1.4, AGP1-GFP MLPCN 100.3, RPL19A TOR yeast 106.5, MEP2-GFP yeast 109.4 and LAP4-GFP MLPCN 118.2.
O=C(O)CCSc1nnc(SCC(=O)NC2CCS(=O)(=O)C2)s1 (stereo unspecified) was read as CIT2 TOR yeast 110.1, procasp7 counter 4.4, proCasp3 act -10.9, AHR act -1.6, AGP1-GFP MLPCN 96.3, RPL19A TOR yeast 101.2, MEP2-GFP yeast 97.9 and LAP4-GFP MLPCN 93.4.

Bioassay records (PubChem BioAssay)
